RT RNaseH block – inhibitors of HIV-1 reverse transcriptase RNase H; P04585; RT-RNase H RNA/DNA duplex cleavage, fluorescence; inhibition, % at 10 µM; actives 1.9% (n = 65,000); AID 565; in the data active = inhibition above about 50%
RmlC RmlD mix – inhibitors of RmlC and RmlD coupled enzymes. actives 0.39% (n = 110,000). inhibition, % at 5.5 µM. RmlC/RmlD coupled enzyme inhibition, 384-well mixture HTS; in the data active = inhibition above about 30%, passing the limit was not always enough; also: strong numbers were not always called active
Numbers without * were called inactive; / = not tested or not shown. These rows are one share of the data, so the mix of outcomes need not match the whole.

Each structure is followed by: RT RNaseH block | RmlC RmlD mix
- Cc1cc(C)n2nc(SCN3C(=O)c4ccccc4C3=O)nc2n1
 : 11 | -7
- CCOC(=O)c1ccc2c(c1)nc(SCC(=O)c1ccco1)n2CC
 : -6 | -7
- CS(=O)(=O)N(CC(=O)N1CCOCC1)c1ccc2c(c1)OCO2
 : 2 | 2
- COc1ccc(-c2nnc(N(C)C(=O)C3CCCO3)s2)cc1 (centres undefined)
 : / | 2
- CCCCCCCCCCNC(=O)C(=O)Nc1ccccn1
 : / | 6
- CC(C)[C@H](NC(=O)c1ccccc1)C(=O)OCC(=O)N1CCc2ccccc2C1
 : / | 4
- Cc1ccc(Cn2ncc3c(N4CCN(c5ccc(C)cc5)CC4)ncnc32)cc1
 : 0 | /
- CCOC(=O)/C(C#N)=C1/C=C(C)NC(c2ccccc2O)=N1
 : -2 | 16
- CC(C)(C)NC(=O)CSc1nnc(-c2ccccn2)n1-c1ccccc1
 : -5 | -10
- O=S(=O)(/C=C/c1ccccc1)NCCc1ccccn1
 : -15 | 8
- C1CCN(c2nc(N3CCCCC3)nc(N3CCNCC3)n2)CC1
 : 1 | -8
- CCC(C)N1CCN(C(=O)Cc2ccccc2)CC1 (centres undefined)
 : / | -84
- CS(=O)(=O)N1CCCC(C(=O)NCCc2ccc(Cl)cc2)C1 (centres undefined)
 : -28 | -7
- O=C(O)Cn1c(SC2CCCCC2)nc2ccccc21
 : -8 | 8
- COc1cc(NC(=S)NC(C)=O)ccc1NC(=O)C(C)C
 : / | -3
- COc1ccc(-c2cnc(SCC(=O)Nc3cc(C)on3)n2Cc2ccco2)cc1
 : -5 | /
- COCCn1c(COc2ccc(OC)cc2)nc2ccccc21
 : -40 | -15
- Cc1ccc(S(=O)(=O)Nc2nc3ccccc3nc2N2CCN(c3ccccc3F)CC2)cc1
 : / | -2
- COC(=O)CSc1n[nH]c(-c2ccncc2)n1
 : -7 | 2
- CN(CC(=O)Nc1ccc2c(c1)OCCO2)S(=O)(=O)c1cccc2cccnc12
 : -12 | -7
- CCOC(=O)CN1C(=O)C2(C(C#N)=C(N)Oc3ccccc32)C(C(=O)OC)=C1C (centres undefined)
 : -1 | -1
- CC1(C)CC2CC(C)(CN2C(=O)c2cc(-c3ccccc3O)on2)C1 (centres undefined)
 : 9 | -12
- COc1ccc(N2C(=O)c3ccccc3NC2c2ccc(OC)c(CSc3ccccn3)c2)cc1 (centres undefined)
 : / | 26
- COc1ccc(-c2nnc(SCC(=O)NC(=O)NCc3ccco3)o2)cc1
 : 0 | -8
- COc1ccc(C2NC3=C(CCC3)C3(C#N)C4(N=C(N)C23C#N)OCCO4)cc1 (centres undefined)
 : 0 | /
- O=C(CSc1ncccn1)Nc1ccc(N2CCOCC2)cc1
 : / | 3
- Cc1cc(=O)oc2cc(NC(=O)C3CC(=O)N(Cc4ccccc4)C3)ccc12 (centres undefined)
 : / | 4
- CC(=O)Nc1ccc(OC(=O)c2cc([N+](=O)[O-])ccc2Cl)cc1
 : / | 9
- CCN(CC)C(=O)Oc1ccccc1NC(C)=O
 : -2 | 9
- CC(=O)c1cnc(Nc2nc(C)c3ccc(C)cc3n2)nc1C
 : -3 | 9
- CC(=O)CCc1c(C)[nH]c2ccc(NC(C)=O)cc2c1=O
 : 4 | 9
- O=C(c1ccco1)N1CCN(C(=O)c2ccc(COc3ccc(Cl)cc3Cl)o2)CC1
 : / | -13
- CC(C)(C)c1cc(CN2CCOCC2)c(C(=O)O)o1
 : -10 | -11
- Cc1ccc(S(=O)(=O)Cn2cnnn2)cc1
 : -30 | 9
- CCc1ccc(-c2cc(C(=O)Nc3c(C)n(C)n(-c4ccccc4)c3=O)c3ccccc3n2)s1
 : / | -3
- CCCCN(CC)CCNS(=O)(=O)c1ccc2c(c1)oc(=O)n2C
 : 4 | -6
- Nc1cccc(C(=O)Nc2ccc(N)cc2Cl)c1
 : 2 | -10
- Cc1ccc(C2N(c3ccc(F)cc3)C(=O)C3CCCN32)cc1 (centres undefined)
 : -14 | -1
- CN1C(=O)NC(NC(=O)C2CCCCC2)(C(F)(F)F)C1=O (centres undefined)
 : -4 | -20
- O=c1oc2ccccc2cc1-c1nc(-c2cccs2)cs1
 : / | 91
- Fc1ccccc1N1CCN(CCCNc2ccc3nncn3n2)CC1
 : -9 | -5
- O=C(CSc1nnc(-c2c[nH]c3ccccc23)o1)N1CCCCC1
 : -1 | 2
- Cc1nc(C(=O)Nc2ccccc2)sc1C1(C)CC(c2cccnc2)=NO1 (centres undefined)
 : / | 31
- O=C(c1ccoc1)N1CCC2(CC1)Oc1ccc(Cl)cc1C(=O)C21CC(c2ccccc2)=NO1 (centres undefined)
 : / | -8
- CCOC(=O)C(CC)(CC)C(=O)/C=C/c1cccc(Br)c1
 : / | -9
- CC(C)(C)C(=O)NC1CCN(S(=O)(=O)c2ccc(C(F)(F)F)cc2)CC1
 : / | -11
- O=C(Nc1ccc(N2CCCCC2)c(Cl)c1)c1ccc(N2CCOCC2)c([N+](=O)[O-])c1
 : / | -6
- CCCCC(=O)Nc1ccc(C(=O)N2CCC(C(=O)OCC)CC2)cc1
 : / | -8
- Cc1cc(Cl)ccc1NC(=O)CN1CCC(C(O)(c2ccccc2)c2ccccc2)CC1
 : / | -1
- Clc1cccc(Cl)c1CON/C=N/c1ncnc2sccc12
 : / | 9

3 compounds from above, sorted by SMILES length, smallest number first.
Each structure is followed by: RT RNaseH block | RmlC RmlD mix
- CCN(CC)C(=O)Oc1ccccc1NC(C)=O
 : -2 | 9
- O=c1oc2ccccc2cc1-c1nc(-c2cccs2)cs1
 : / | 91
- COc1ccc(-c2nnc(SCC(=O)NC(=O)NCc3ccco3)o2)cc1
 : 0 | -8

Returning to the listing with the 3 entries that preceded the break.
Each structure is followed by: RT RNaseH block | RmlC RmlD mix
- CCCCC(=O)Nc1ccc(C(=O)N2CCC(C(=O)OCC)CC2)cc1
 : / | -8
- Cc1cc(Cl)ccc1NC(=O)CN1CCC(C(O)(c2ccccc2)c2ccccc2)CC1
 : / | -1
- Clc1cccc(Cl)c1CON/C=N/c1ncnc2sccc12
 : / | 9
- N#Cc1c(N2C(=O)C3C4C=CC(C4)C3C2=O)sc2c1CCC2 (centres undefined)
 : -3 | -11
- CCOC(=O)c1ccc(NC(=O)N2CCCCC2)cc1
 : / | -9
- CC(Oc1ccc(Cl)cc1Cl)c1nc(-c2ccc(NC(=O)c3ccncc3)cc2)no1 (centres undefined)
 : / | -4
- CCC(CC)C(=O)NCCNC(=O)C(CC)CC
 : 6 | 1
- COc1cc(C(=O)NCC2CCCO2)cc(OC)c1OC (centres undefined)
 : / | -3
- CC1=Nn2c(nnc2-c2ccc(F)cc2)SC1
 : -7 | 7
- Cc1cc(C(=O)N2CCN(S(C)(=O)=O)CC2)cs1
 : 3 | 7
- O=C(C1CCN(S(=O)(=O)c2cnc[nH]2)CC1)N1CCN(Cc2ccc3c(c2)OCO3)CC1
 : -11 | 17
- CCC(=O)N(Cc1cc2cccc(C)c2[nH]c1=O)c1ccccc1OC
 : -4 | -12
- CC#CCc1cc2ccccc2c(=O)o1
 : / | 8

Part of the list above in a different format:
> COc1cc(NC(=S)NC(C)=O)ccc1NC(=O)C(C)C
  RT RNaseH block = /
  RmlC RmlD mix = -3
> COc1ccc(-c2cnc(SCC(=O)Nc3cc(C)on3)n2Cc2ccco2)cc1
  RT RNaseH block = -5
  RmlC RmlD mix = /
> COCCn1c(COc2ccc(OC)cc2)nc2ccccc21
  RT RNaseH block = -40
  RmlC RmlD mix = -15

Filtered by structure: the entries above containing a COOH group
Each structure is followed by: RT RNaseH block | RmlC RmlD mix
- O=C(O)Cn1c(SC2CCCCC2)nc2ccccc21
 : -8 | 8
- CC(C)(C)c1cc(CN2CCOCC2)c(C(=O)O)o1
 : -10 | -11

Carrying on.
Each structure is followed by: RT RNaseH block | RmlC RmlD mix
- Nc1c(N=Nc2cccc(Cl)c2)c(=O)[nH]n1-c1ccccc1
 : / | -10
- CCOC(=O)c1cn(CC(=O)Nc2ccc3c(c2)OCCO3)nn1
 : -6 | 6
- C[C@@H](C(=O)NCc1ccccc1)[C@H]1C[C@]1(C)[C@H](NC(=O)OCc1ccccc1)c1ccccc1
 : / | -13
- CCCCCCCCOC1OC(CO)C(O)C(O)C1NC(C)=O (centres undefined)
 : / | -10
- COc1ccc(C2CC(=O)n3c(nc4ccccc43)S2)cc1OC (centres undefined)
 : / | 15
- Cn1c(SCC(=O)NCc2ccco2)nnc1-c1c[nH]c2ccccc12
 : -3 | -5
- N#Cc1cc2c(nc1SCC(=O)Nc1sc3c(c1C#N)CCC3)CCCCCC2
 : / | 44
- O=C1/C(=C/c2ccc([N+](=O)[O-])cc2)C=C(c2ccccc2)N1c1ccc(O)cc1
 : / | 3
- CCOC(=O)c1c(NC(=O)c2nn(CC)cc2Br)sc(C)c1C
 : 94* | -11
- COCCNC(=O)C(c1cccs1)N(CCc1ccccc1)C(=O)Cn1nnc2ccccc21 (centres undefined)
 : 1 | -12
- CCOc1ccccc1NC(=O)c1ccc(Cl)c(NC(=O)CC(c2ccccc2)c2ccccc2)c1
 : / | 12
- COc1ccc(CN2CCOCC2)cc1Br
 : -2 | -4
- COc1ccc(-c2csc(Nc3cccnc3)n2)cc1OC
 : / | -13
- O=C(CSc1nnc(-c2c[nH]c3ccccc23)n1-c1ccc(F)cc1)NCc1ccco1
 : 3 | -8
- COc1ccc(-n2c(SCc3ccc(C#N)cc3)nnc2-c2ccccn2)cc1
 : -12 | -10
- O=C(NNC(=O)C1CCCO1)c1ccc(Cl)cc1 (centres undefined)
 : / | 1
- O=C(NCc1ccccn1)C1COc2ccccc2O1 (centres undefined)
 : -21 | -12
- CC(=O)c1c(C)oc(C)c1CSCc1ccc(C(=O)O)o1
 : 41 | -86
- CCCCn1nc(NC(=O)c2cccs2)c2cc3cc(OC)ccc3nc21
 : 1 | -40
- O=[N+]([O-])c1c(C(Cl)Cl)nn(-c2ccccc2)c1N1CCCC1
 : / | -3
- Cc1ccccc1OCC(O)Cn1c(NCc2ccco2)nc2c1c(=O)[nH]c(=O)n2C (centres undefined)
 : 0 | 7
- CCN(CC)CC(=O)c1c[nH]c2ccc(C)cc12
 : -7 | 5
- CCOC(=O)N1CCN(c2nc3ccccc3nc2C(C#N)C(=O)NCCc2ccccc2)CC1 (centres undefined)
 : 15 | /
- CC1Cc2ccccc2N1Cc1cc(=O)n2ccsc2n1 (centres undefined)
 : -29 | 2
- CC1CCN(S(=O)(=O)c2ccc(N/N=C(/C#N)C(N)=O)cc2)CC1
 : / | 7
- CC(=O)c1cccc(NC(=S)NC(=O)CC(C)C)c1
 : / | 5
- COc1ccc(C(C(=O)NC(C)(C)C)N(Cc2cccs2)C(=O)CCC(=O)Nc2cc(C)on2)cc1 (centres undefined)
 : / | 11
- O=C(NCCCN1CCCC1=O)c1csc2ccccc12
 : -7 | -9
- COc1cccc(NC(=O)CSc2nnc(CN3CCOCC3)n2C)c1
 : / | 7
- CN(C)CC1(c2ccccc2)CCCC1
 : 4 | -3
- COc1ccc(NC(=O)c2nc[nH]c2C(=O)Nc2ccccc2C)cc1
 : -76 | -1
- CCCNc1nc(NCC)nc(OC)n1
 : / | 56
- O=C(NC(=O)c1ccccc1)OCC1CCCN2CCCCC12 (centres undefined)
 : / | 5
- CCC(CC)NC(=O)COC(=O)c1ccc(OCC(=O)Nc2ccccc2OC)c(OC)c1
 : / | 2
- CCCn1c(NCc2ccco2)nc2c1c(=O)n(C)c(=O)n2C
 : / | -10
- COc1ccc(CCNC(=O)C(=O)N2CCCCC2)cc1OC
 : / | 8
- CCCCN1C(=O)NC(=O)C2(Cc3c(nc4c(C)cccn4c3=O)N3CCc4ccccc4C32)C1=O (centres undefined)
 : -6 | /
- CCOC(=O)C1Cc2ccccc2CN1 (centres undefined)
 : -14 | 3
- O=C(Nc1ccccc1C(F)(F)F)N1CCC(n2c(=O)[nH]c3ccccc32)CC1
 : -14 | -14
- CCN1C2=C(C(=O)CCC2)C(c2ccc(O)c(Br)c2)C2=C1CCCC2=O
 : 13 | -10
- COc1cccc(CNC(=O)c2ccccc2N)c1
 : 0 | 20
- Cc1cc(C)n2nc(CC(=O)NC3CCCCCC3)nc2n1
 : -1 | -2
- Cc1ccc(NC(=O)CCCC(=O)O)c(Br)c1
 : -9 | 4
- CC1Cc2ccccc2N1C(=O)CSc1nc(N)cc(=O)[nH]1 (centres undefined)
 : / | 7
- CCCOC(=O)c1ccc(NC(=O)CCOc2ccccc2)cc1
 : / | 11
- O=C(CCN1CCCCCC1)c1ccccc1
 : / | -12
- CC(C)[C@@H]1CC[C@@H](C)c2c(-c3ccccc3)n[nH]c21
 : / | -7
- Cc1csc(NC(=O)c2cc3c(s2)CCCCC3)n1
 : / | -21
- COc1cc(/C=C/c2c([N+](=O)[O-])c(=O)n(C)c(=O)n2C)cc(OC)c1OC
 : / | -7
- COc1ccc(CC(=O)NCc2ccc3c(c2)OCO3)cc1
 : / | -8

Later entries:
Each structure is followed by: RT RNaseH block | RmlC RmlD mix
- O=C1Nc2ccc(S(=O)(=O)N3CCOCC3)c3cccc1c23
 : -6 | 22
- CCNC(=S)NNC(=O)c1cc(-c2cc(C)ccc2C)nc2ccccc12
 : / | -22
- CCOC(=O)C[C@H]1c2ccc(C(F)(F)F)cc2S(=O)(=O)N1C(C)(C)C
 : / | -12
- Cc1cccc(OCCCC(=O)Nc2ccc(S(=O)(=O)Nc3onc(C)c3C)cc2)c1C
 : -5 | -13
- CCCCn1nc2cc(C(=O)NC[C@@H]3CCCO3)ccc2c1OCC
 : / | 10
- c1ccc(Nc2nc(-c3cccnc3)cs2)nc1
 : -23 | -1
- COc1ccc(N=c2scc(-c3ccc(S(=O)(=O)N4CCOCC4)cc3)n2CCCO)cc1
 : -19 | -6
- CSc1nc(N)nc(SCC(=O)OC(C)C)c1C#N
 : -11 | 13
- CCN1CCN(C(=O)CCNC(=O)Cn2ccc3ccccc3c2=O)CC1
 : / | 2
- Cc1cccc(NC(=O)CCCN2C(=O)c3cccc4cccc(c34)C2=O)c1
 : / | 5
- CCCc1cc2c(cc1NC(=O)c1ccccc1C)OCO2
 : / | -2
- COc1ccc(NC(=O)c2cnn3c(C(F)(F)F)cc(-c4ccco4)nc23)cc1OC
 : -11 | -8
- CN(c1ncc(C(F)(F)F)cc1Cl)n1cc(C(N)=O)c2ccccc2c1=O
 : / | -1

High-throughput results deposited in PubChem by several laboratories.
